Menin MLL FP TR = displaces Texas Red mutant MLL peptide from human menin. O00255. Menin + Texas Red MLL mutant peptide, fluorescence polarization. Potency, µM (doses to about 61.6 µM), without a hit: at the highest dose FP activity change, negative = inhibition, hits mostly inhibitors. 0.23% of 270,000 active. AID 1768; active means well fitted inhibition curve with a large enough effect in the polarisation, with a control signal flat, not every such curve was filed as active; inconclusive means small, poorly fitted or top-dose-only effect, or effect the other way, or a change in a side signal; inactive means no such curve, though single readings can be large or run the other way; the % refers to the polarisation; further: potency means the concentration at half of the fitted maximal effect; % of control where 0% means no effect; many of its hits are not listed in these tables
S-ASM inh = blocks human secretory acid sphingomyelinase; P17405; AID 504937; placental ASM, HMU-PC fluorogenic substrate, 60 min; Potency, µM (titrated, usually from 57.5 µM), for inactives: at the top dose activity change, negative = inhibition, most hits filed as inhibitors; 0.006% of 340,000 active; further: potency means the concentration at half of the fitted maximal effect
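qHTS format. ASM enzyme prepared from human placenta hydrolyses the fluorogenic substrate HMU-PC0 (9 uM final) over 60 min at 37 °C after a 10 min compound preincubation.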
Coupling enz = coupling enzyme interference in Giardia aldolase counter-screen. 0.67% of 290,000 active. activity change, negative = inhibition, % at 58.2 µM, hits read low. coupling enzyme system counterscreen, AmpLite Red fluorescence. AID 2472; in the data active means activity change below about -30%; further: on the % scale 0 is the no-effect control and ±100 the full control effect
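Counterscreen lacking aldolase: glyceraldehyde-3-phosphate coupling-enzyme reagent preincubated 10 min at RT with compound (at 57.5 uM final), then substrate/coupling system with AmpLite Red added; fluorescence read at 525/598 nm after 20 min RT.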
Tb PFK inh = blocks T. brucei phosphofructokinase. T. brucei PFK, ADP-Glo luminescence. 0.17% of 330,000 active. O15648. Potency, µM (highest dose often 57.5 µM), inactives show at the top dose activity, negative = inhibition, usual class: inhibitors;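 further: potency means the concentration at half of the fitted maximal effect; 0% = uninhibited 1x PFK enzyme wells and -100% = no-enzyme wells; nearly all actives have a fitted effect of over 60% in size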
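ADP-Glo luminescence quantified ADP after 45 min at room temperature, with 1.25 nM T. brucei PFK, 0.1 mM ATP and 0.5 mM fructose-6-phosphate in pH 8.0 TEA buffer. qHTS titrations up to 57 µM; curves classified by quality.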
GALK inhibitor = blocks human galactokinase activity; P51570; Purified GALK, Kinase-Glo residual ATP luminescence; Potency, µM (highest dose often 57.5 µM), without a hit: at the top dose activity change, negative = inhibition, hits mostly inhibitors; 0.007% of 270,000 active; further: potency means the concentration at half of the fitted maximal effect; on the % scale 0 is the no-effect control and ±100 the full control effect
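Quantitative HTS: GALK 5 nM, ATP 35 uM, galactose 100 uM, 1 h room temperature, then luciferase-based ATP detection.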
PKM2 act = increases activity of human pyruvate kinase M2 | AID 1631 | purified PKM2, Kinase-Glo ATP luminescence, activation; response scale: 0% is enzyme alone, no compound | P14618 | Potency, µM (highest dose often 57.5 µM), for inactives: top-dose activation, most hits filed as activators | 0.34% of 260,000 active; further: potency means the concentration at half of the fitted maximal effect; on the % scale 0 is the no-effect control and ±100 the full control effect; nearly all actives have a fitted effect of over 55% in size
Target sequence (P14618 whole entry, looked up): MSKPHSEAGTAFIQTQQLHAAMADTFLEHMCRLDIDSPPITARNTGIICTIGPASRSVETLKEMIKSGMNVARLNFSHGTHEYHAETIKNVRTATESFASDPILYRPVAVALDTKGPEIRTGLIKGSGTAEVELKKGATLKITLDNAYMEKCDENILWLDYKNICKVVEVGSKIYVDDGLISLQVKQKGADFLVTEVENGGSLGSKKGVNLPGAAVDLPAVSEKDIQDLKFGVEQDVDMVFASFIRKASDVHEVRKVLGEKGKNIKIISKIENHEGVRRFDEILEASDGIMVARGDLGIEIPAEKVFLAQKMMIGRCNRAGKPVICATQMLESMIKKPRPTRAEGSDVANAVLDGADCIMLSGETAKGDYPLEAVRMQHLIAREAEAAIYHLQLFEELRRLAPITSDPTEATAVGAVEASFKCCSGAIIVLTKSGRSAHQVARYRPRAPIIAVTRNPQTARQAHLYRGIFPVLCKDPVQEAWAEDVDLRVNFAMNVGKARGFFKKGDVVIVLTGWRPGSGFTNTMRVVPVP
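Purified hPK-M2 (>95% pure) converted ADP (0.1 mM final) to ATP with 0.5 mM PEP in 50 mM imidazole pH7.2, KCl, MgCl2, Tween 20, BSA; 1 h at room temperature. ATP detected by Kinase-Glo luminescence.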
Chronic BCR inh = inhibitors of chronic active B-cell receptor signaling; ABC-DLBCL IkBa-CBG/CBR reporter, luminescence ratio, 4 h; Potency, µM (highest dose often 46.1 µM), for inactives: top-dose ratio change, negative = lower green/red ratio, actives largely listed as inhibitors; 0.05% of 340,000 active; active means well fitted inhibition curve with a large enough effect in the signal ratio, with a control signal flat, not every such curve was filed as active; inconclusive means small, poorly fitted or top-dose-only effect, or effect the other way, or a change in a side signal; the % refers to the signal ratio;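 further: potency means the concentration at half of the fitted maximal effect; plate controls were basal doxycycline-induced cells for no effect and cells given 10 µM MG132 for full effect; MG132 reads +100%, hits lower the ratio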
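Cell line TMD8 (human ABC DLBCL), stably expressing tet-inducible CBG68-IkBa fusion and CBR; IMDM/0.5% FBS; cpd up to 46 uM; dox induction, 4 h, 37C/5% CO2; dual luminescence; green/red ratio; MG132 control.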
TSG101-PTAP inh = blocks PTAP/TSG101 interaction to inhibit HIV-1 budding. Q99816. Fluorescence polarization, FITC-PTAP peptide / Tsg101 binding. Potency, µM (highest dose often 115 µM), inactives show top-dose activity change, negative = inhibition, actives largely listed as inhibitors. 340,000 tested, under 10 active. AID 493005; active means well fitted inhibition curve with a large enough effect in the main read-out, with a control signal flat, not every such curve was filed as active; inconclusive means small, poorly fitted or top-dose-only effect, or effect the other way, or a change in a side signal; inactive means no such curve, though single readings can be large or run the other way; further: potency means the concentration at half of the fitted maximal effect; % of control where 0% means no effect
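Fluorescence polarization binding of Tsg101 binding domain (10 uM final) to FITC-labeled PTAP peptide (50 nM final) in HEPES pH 7.5 buffer with NaCl, Tween 20, EDTA, TCEP. Compounds added before peptide; binding 20 min at RT.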
Giardia killer = kills Giardia lamblia. Giardia lamblia trophozoite viability. activity change, % at 7.66 µM, hits read low. 0.15% of 340,000 active. AID 540267; in the data active means activity change below about -80%; inconclusive means between about -30% and that limit;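 further: parasites exposed to compound for two days anaerobically before the ATP read; on the % scale 0 is the no-effect control and ±100 the full control effect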
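Giardia lamblia trophozoites (100 cells/well) were incubated with compounds for 48 h at 37 deg C under anaerobic conditions. Viability was read as ATP content by one-step luminescence after 15-30 min at room temperature.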
Integrin act MD = integrin-mediated muscular dystrophy alleviation activation; alpha7betagal myoblasts, beta-gal FDG fluorescence, 48 h; Potency, µM (highest dose often 38.3 µM), for inactives: top-dose activation, most hits filed as activators; 0.064% of 350,000 active; AID 624291;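 further: potency means the concentration at half of the fitted maximal effect; 100% = response of the positive control SU9516; nearly all actives have a fitted effect of over 60% in size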
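Alpha7betagal+/- myoblasts (passage 13) were plated 16-24 hr, then exposed to compounds (1:260 dilution of DMSO stock) for 48 hours at 37C. After MPER lysis, β-galactosidase reporter activity was read as FDG fluorescence (ex 480/em 540) after 30 minutes.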
B2AR arrestin = beta2AR (human) beta-arrestin recruitment activity; 0.02% of 330,000 active; beta-arrestin recruitment to beta2AR, cell-based reporter; AID 492947; P07550; Potency, µM (highest dose often 46.1 µM), for inactives: at the highest dose activation, most hits filed as activators;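 further: potency means the concentration at half of the fitted maximal effect; 0% = DMSO controls and full agonism = EC100 isoproterenol or metaproterenol; nearly all actives have a fitted effect of over 65% in size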
Target sequence (P07550 whole entry, looked up): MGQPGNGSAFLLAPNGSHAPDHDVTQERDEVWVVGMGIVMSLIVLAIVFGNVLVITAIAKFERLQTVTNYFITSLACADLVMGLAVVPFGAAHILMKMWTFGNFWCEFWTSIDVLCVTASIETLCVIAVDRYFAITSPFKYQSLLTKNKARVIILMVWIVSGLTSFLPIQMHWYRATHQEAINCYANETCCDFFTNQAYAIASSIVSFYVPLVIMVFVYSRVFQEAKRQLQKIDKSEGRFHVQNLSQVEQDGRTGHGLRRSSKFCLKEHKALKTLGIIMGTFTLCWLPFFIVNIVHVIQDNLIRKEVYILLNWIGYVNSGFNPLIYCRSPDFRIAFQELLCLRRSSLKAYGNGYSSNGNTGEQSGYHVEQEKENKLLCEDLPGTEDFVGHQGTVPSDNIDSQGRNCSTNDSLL
* = called active by the depositor; ? = inconclusive; · = no result given; [ ] = another dose, or the depositor's remark. Unless noted, the call rests on the fitted dose curve; in most records, active means well fitted curve in the direction sought with a large enough effect; inconclusive means small, poorly fitted or top-dose-only effect, or another doubt; inactive means no such curve, though single readings can be large; an effect the other way counts as inactive or inconclusive. Only part of the results is shown; rates above refer to the full screens.

SMILES	Menin MLL FP TR	S-ASM inh	Coupling enz	Tb PFK inh	GALK inhibitor	PKM2 act	Chronic BCR inh	TSG101-PTAP inh	Giardia killer	Integrin act MD	B2AR arrestin
CC1Cc2ccccc2N1C(=O)CSc1nc2cc3c(cc2cc1C#N)OCO3 (stereo unspecified)	-8%	14%	-1	-2%	-1%	10%	0%	-1%	-11	-34%	-0.7%
O=C(Nc1ccc(F)cc1)C1CCN(C(=O)c2ccc([N+](=O)[O-])cc2)CC1	-19%	0%	1	-6%	4%	-12%	4%	-7%	?	-16%	-1.6%
CC1CC(=O)N(c2ccc(NCc3ccccc3Cl)c([N+](=O)[O-])c2)C1=O (stereo unspecified)	-6%	-15%	2	-4%	2%	-7%	0%	-8%	54[activator]	0%	-1.3%
CC(OC(=O)/C(C#N)=C/c1ccco1)C(=O)N(C)c1ccccc1 (stereo unspecified)	·	-3%	·	-2%	·	·	2%	0%	23	11%	0.0%
COc1cc(C)ccc1OCCCOc1ccccc1Br	8%	-3%	3	0%	4%	1%	1%	-3%	-8	-4%	-0.1%
Nc1ncnc2c1ncn2[C@@H]1O[C@H](CNCc2ccc(OCC(=O)Nc3ccccn3)cc2)[C@@H](O)[C@H]1O	·	2%	·	1%	·	·	?	-2%	8	-20%	0.4%
CCN(CC)S(=O)(=O)c1ccc(C(=O)NCc2cccs2)cc1	0%	3%	3	·	3%	-1%	·	-10%	16	18%	·
CCN(Cc1nc(-c2ccc(OC)cc2)no1)C(=O)c1ccoc1C	1%	0%	-1	2%	12%	15%	0%	-4%	-4	-24%	-0.3%
Cc1ccc(S(=O)(=O)N(CC(=O)O)Cc2ccccc2F)cc1	-15%	0%	7	1%	-1%	2%	?	-5%	-6	-13%	-0.3%
COc1ccc(CCNC(=O)C2CCN(C(=O)c3ccc(C(C)(C)C)cc3)CC2)cc1	-17%	6%	0	4%	-5%	-1%[11.5 µM]	-9%	2%	-11	-5%	0.4%
O=C(CNC(=O)c1ccccc1)N=Nc1c(O)[nH]c2ccc(Br)cc12	?	-6%	1	2%	0%	-2%	18%	-7%	-9	41%	0.1%
COc1cccc(CNC(=O)C2CCCN(S(=O)(=O)c3ccc4c(c3)C(C)(C)C(=O)N4C)C2)c1 (stereo unspecified)	4%	-1%	-1	2%	·	1%	-2%	-3%	-17	-5%	0.0%
CCOc1ccc(C(=O)Nc2ccc(NC(=O)c3ccco3)c(Cl)c2)cc1Br	-15%	-1%	3	0%	-2%	1%	-14%	-4%	8	9%	0.3%
CCN(CC)C(=O)c1nc[nH]c1C(=O)O[C@@H](C)c1ccccc1	·	2%	·	-1%	·	·	3%	-3%	2	6%	0.3%
CC(=O)Nc1ccc(NC(=O)CN(c2ccc(C34CC5CC(CC(C5)C3)C4)cc2)S(C)(=O)=O)cc1	28%	-15%	-2	4%[0.46 µM]	-1%	1%	7%	-1%	-10	-3%	-0.2%
O=P(c1ccccc1)(c1ccccc1)C(O)c1ccccn1 (stereo unspecified)	·	1%	3	-8%	3%	-2%	-2%	-2%	4	?	-0.1%
O=C(Nc1ccc(N2CCN(C(=O)c3ccco3)CC2)cc1)c1ccc([N+](=O)[O-])cc1Cl	·	-8%	·	-3%	2%	10%	-1%	-7%	-13	-33%	-0.5%
O=C1CC2(CCN(C(=O)c3ccc([N+](=O)[O-])cc3)CC2)Oc2ccccc21	·	-6%	·	-3%	·	·	5%	-8%	-18	-10%	-0.1%
Cc1ccc2nc(-c3ccc(NC(=O)CCS(=O)(=O)c4ccccc4)cc3)sc2c1	2%	157%[activator]	0	0%	0%	0%	?	1%	-27	16%	0.2%
CCOC(=O)c1[nH]c(C)c(C(=O)N2CCOCC2)c1C	-6%	5%	0	0%	1%	11%	?	0%	12	-9%	-0.1%
O=C(COC(=O)c1n[nH]c2ccccc12)NCCc1ccc(Cl)cc1	·	-7%	·	-10%	·	·	?	-1%	1	-30%	0.2%
Cc1cccc(OCC(O)Cn2c(=N)n(CCN3CCOCC3)c3ccccc32)c1 (stereo unspecified)	-4%	-2%	2	4%	1%	0%	0%	-3%	4	-47%[inhibitor]	-0.4%
O=C(Cn1[nH]c(=O)c2ccccc2c1=O)OCC(=O)c1ccc(F)c(F)c1	·	0%	·	12%	·	·	?	-2%	-1	24%	-0.8%
COc1ccc(Cc2nnc(NC(=O)C3CCCO3)s2)cc1 (stereo unspecified)	-6%	-2%	2	1%	4%	-1%	3%	-4%	8	8%	2.9%
COc1ccc(CN(C)CC(=O)Nc2c(C)cccc2C)c(OC)c1	?	3%	1	0%	-2%	-4%	-23%	-2%	4	-7%	0.1%
COc1cccc(CN2CC(C(=O)NCCC3=CCCCC3)CCC2=O)c1 (stereo unspecified)	-20%	-2%	-4	0%	6%	·	2%	-6%	17	-42%	0.4%
COc1ccc(Nc2c(-c3ccco3)nc3ccc(C)cn23)cc1	-9%	259%[activator]	-4	-6%	-2%	-1%	0%	-13%	6	-3%	3.9%
C/C(=N\NC(=O)Cc1ccccc1[N+](=O)[O-])c1cccnc1	·	2%	·	-8%	-7%	6%	8%	0%	12	?	0.3%
COc1cccc(NC(=O)COC(=O)CNC(=O)C2CCCCC2)c1	·	1%	·	-6%	·	·	?	3%	14	-24%	0.5%
Cn1c(NC(=O)c2ccccc2NC(=O)C(C)(C)C)nc2ccccc21	15%	-3%	-3	-2%	-1%	11%	?	-2%	-6	0%	-0.4%
Nc1nc(NCc2ccco2)nc(Nc2cccc(F)c2)c1[N+](=O)[O-]	·	-4%	-2	-6%	·	?	-1%	-1%	3	3%	-0.6%
CCOC(=O)C1(Cc2cccc(OC)c2)CCCN(C(=O)c2cc(CC(C)C)[nH]n2)C1 (stereo unspecified)	·	5%	·	-2%	4%	1%	0%	-12%	0	9%	0.5%
COC(=O)c1ccc(-n2nnnc2SCc2nn[nH]n2)cc1	-11%	-3%	2	-2%	4%	-3%	4%	-4%	-4	17%	5.0%
CCOC(=O)/C(C#N)=C/c1c(N2CCCCCC2)nc2ccccn2c1=O	-16%	?	-1	-21%	-1%	·	0%	-8%	?	15%	0.6%
O=C(CCn1c(=O)oc2ccccc21)Nc1ccccc1	1%	1%	-1	-4%	-2%	-1%	-9%	2%	6	-7%	-0.3%
COc1ccccc1C(=O)Nc1ccnn1C1CCN(Cc2cn(C)c3ccccc23)CC1	?	-1%	1	0%	1%	4%	?	-2%	6	-72%[inhibitor]	1.0%
Nc1ccc(CC2SC(=O)NC2=O)cc1 (stereo unspecified)	·	1%	3	3%	0%	-4%	2%	-3%	-22	8%	0.1%
Cc1cc(OCCCn2ccnc2)ccc1C(C)C	-2%	3%	0	0%	2%	0%	0%	-3%	0	11%	-2.1%
Cc1nnc(SCC(=O)N2N=C(c3ccc(Cl)cc3)CC2c2ccco2)[nH]c1=O (stereo unspecified)	?	19%	-2	-3%	3%	6%	?	-2%	-3	11%	0.0%
C[C@@H]1O[C@@H](OCCC(=O)O)[C@H](O)C[C@H]1O	·	3%	·	1%	·	·	-2%	0%	-2	27%	-0.1%
CCOC(=O)Nc1ccc2c(c1)N(C(=O)CN1CCN(C)CC1)c1ccccc1S2	5%	0%	1	0%	-5%	0%	-2%	-7%	25	7%	0.0%
C=CCSc1nncn1/N=C/c1ccc(OC)cc1	-3%	-2%	-1	0%	2%	-1%	-9%	-10%	-20	11%	1.0%
Cc1cccc(N(Cc2ccccc2)C(=O)c2cc(S(=O)(=O)N3CCOCC3)ccc2F)c1	·	0%	·	-9%	·	·	3%	-1%	3	13%	-0.7%
N#CC1=C(N)Oc2c(ccc3cccnc23)C1c1ccccc1 (stereo unspecified)	·	-2%	-6	0%	-4%	8%	?	-5%	6	-35%	-0.3%
Cc1cc(C(F)(F)F)n2nc(-c3cccs3)cc2n1	·	2%	3	0%	0%	-1%	9%	0%	-3	-18%	0.1%
COc1ccc(CCNC(=O)c2ccccc2-c2ccccc2C(=O)O)cc1OC	14%	7%	0	-4%	-1%	·	-1%	-1%	-6	?	-1.1%
